Wee1 stabilizer – Wee1 degradation inhibitors, primary screen, cell-based, HeLa, Wee1K328M-luciferase, luminescence; AID 1321, 2008; reporter increase, % at 5 µM; actives 1.2% (n = 220,000); Wee1-like protein kinase (Homo sapiens), P30291; HeLa Luc-Wee1K328M stability; 100% = proteasome inhibitor MG132 effect;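 active = activation above the mean of all tested compounds plus 3 SD, set per screening run, cut at about 8.8% in these data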;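 also: cells exposed to compound for 20 h before luminescence read; 0% = DMSO alone and 100% = MG132 at 30 µM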
FXIIa inh 1536 – human FXIIa protease inhibitors, primary screen, biochemical, 1536-well; purified FXIIa, Boc-QGR-AMC fluorogenic substrate, 2 h; inhibition, % at 5 µM; actives 0.3% (n = 220,000); in the data active = inhibition above about 40%;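 also: 0% = enzyme with no compound and 100% = blank without enzyme; many of its hits are not listed in these tables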
Target sequence (P00748 20-372 limits assumed): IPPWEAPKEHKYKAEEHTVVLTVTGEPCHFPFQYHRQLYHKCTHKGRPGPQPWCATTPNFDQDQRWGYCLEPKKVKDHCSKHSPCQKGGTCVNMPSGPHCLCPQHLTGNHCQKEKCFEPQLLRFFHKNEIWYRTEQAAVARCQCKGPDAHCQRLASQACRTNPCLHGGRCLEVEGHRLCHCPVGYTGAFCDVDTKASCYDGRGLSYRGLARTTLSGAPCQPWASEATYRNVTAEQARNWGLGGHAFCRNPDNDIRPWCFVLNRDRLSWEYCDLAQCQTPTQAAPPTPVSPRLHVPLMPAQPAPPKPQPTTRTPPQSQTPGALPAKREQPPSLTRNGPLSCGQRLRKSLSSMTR
Target sequence (P00748 373-615 limits assumed): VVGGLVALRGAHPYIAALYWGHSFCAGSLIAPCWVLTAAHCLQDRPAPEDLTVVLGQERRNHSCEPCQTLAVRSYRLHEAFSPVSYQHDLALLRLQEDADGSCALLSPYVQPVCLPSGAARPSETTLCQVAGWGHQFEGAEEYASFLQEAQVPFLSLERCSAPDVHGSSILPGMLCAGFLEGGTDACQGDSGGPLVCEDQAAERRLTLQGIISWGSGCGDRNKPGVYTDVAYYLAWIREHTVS
KLK5 inh – human KLK5 protease inhibitors, primary screen, biochemical, 1536-well | recombinant hK5, fluorogenic AMC substrate cleavage | inhibition, % at 5 µM | actives 0.59% (n = 210,000) | AID 873, 2007;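 active = inhibition of 40% or more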;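 also: 0% = enzyme controls without compound and 100% = no-enzyme blanks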
Target sequence (Q9Y337 67-293 limits assumed): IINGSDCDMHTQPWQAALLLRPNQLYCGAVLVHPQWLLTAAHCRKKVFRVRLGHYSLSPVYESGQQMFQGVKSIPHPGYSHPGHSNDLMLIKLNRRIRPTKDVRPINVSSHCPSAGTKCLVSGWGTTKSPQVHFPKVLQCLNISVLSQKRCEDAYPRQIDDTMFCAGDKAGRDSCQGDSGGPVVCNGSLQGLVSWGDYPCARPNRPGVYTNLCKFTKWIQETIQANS
Cl transport mod – KCC2 cotransporter modulators, thallium flux, primary screen, cell-based, HEK293 KCC2, FluoZin-2 fluorescence, MLSMR; Solute carrier family 12 member 5 (Homo sapiens), Q9H2X9; KCC2 cells, thallium flux FluoZin-2 fluorescence; B-score of Tl+ flux slope (higher = more flux/activation; lower = inhibition) at 10 µM; actives 2.2% (n = 190,000); AID 1456, 2008;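 active = thallium flux slope and its plate-corrected score both differing from the plate sample mean at a set confidence after two filtering rounds, in either direction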;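 also: slope of fluorescence scaled to starting intensity during 10 to 20 s after thallium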
thrombin 1536 – human alpha-thrombin inhibitors, primary screen, counter-screen for coagulation protease inhibitor project, biochemical, 1536-well, fluorogenic AMC substrate | Boc-VPR-AMC fluorogenic substrate cleavage | AID 1046, 2008 | Prothrombin (Homo sapiens), P00734 | inhibition, % at 5 µM | actives 0.26% (n = 220,000);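 active = inhibition at or above 40%; inactive = inhibition below 40%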;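 also: 0% = enzyme with no compound and 100% = wells without enzyme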
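System: human alpha-thrombin protein; Compound dosing: one concentration per compound, 5 µM, with 0.2% DMSO; Timing: reaction at room temperature; Technique: AMC fluorescence, 355/460 nm; Controls: enzyme without compound as high, wells lacking enzyme as low.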
FXIa inh 1536 – human FXIa protease inhibitors, primary screen, biochemical, 1536-well; purified FXIa, Boc-Glu-Ala-Arg-AMC fluorogenic substrate; Coagulation factor XI (Homo sapiens), P03951; inhibition, % at 5 µM; actives 0.14% (n = 220,000); AID 798, 2007;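 active = inhibition of at least 40%; inactive = inhibition below 40%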;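 also: fluorescence of freed AMC excited at 355 nm; 0% = enzyme without compound and 100% = no enzyme blank; many of its hits are not listed in these tables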
Furin inh – human furin inhibitors, primary screen, biochemical, fluorescence intensity. P09958. actives 0.061% (n = 220,000). inhibition, % at 30 µM. purified furin, fluorogenic substrate cleavage; in the data active = inhibition above about 25%; also: inactives centre near -15
PERK inhibitor – block of dimerizer-induced PERK translation repression, primary screen, PERK inhibitor project, CHO PERK-DD cells, SEAP luminescence, HTS. inhibition, % at 5.6 µM. CHO PERK-DD fusion, SEAP luminescence translation reporter. actives 0.17% (n = 220,000). Eukaryotic translation initiation factor 2-alpha kinase 3 (Homo sapiens), Q9NZJ5;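 active = inhibition above the mean inhibition of all tested compounds plus 3 SD, set separately per screening campaign, cut at about 2.9% in these data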;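 also: PERK kinase domain activated by AP20187 dimerizer at 100 nM; 0% = DMSO with dimerizer and 100% = rapamycin at 8.4 µM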
p97 inhibitor – inhibitors of human p97 ATPase, primary screen, biochemical; Transitional endoplasmic reticulum ATPase (Homo sapiens), P55072; recombinant p97 ATPase, Kinase-Glo ATP luminescence, 3 h; inhibition, % at 8 µM; actives 0.42% (n = 220,000); in the data active = inhibition above about 15%;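 also: 0% = DMSO vehicle and 100% = wells lacking enzyme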
* hit, by the source's call; / = not tested or not shown; [ ] = remark or other dose.

Fields: FXIIa inh 1536	p97 inhibitor	FXIa inh 1536	Furin inh	Wee1 stabilizer	Cl transport mod	PERK inhibitor	thrombin 1536	KLK5 inh
1: CC(C)(O)/C=C1/Oc2ccccc2C1N1CCCCC1 (stereo not drawn)
 : 14	0	4	-28	0	0.36	2.0	0	-1
2: COc1ccc(CCN(Cc2ccccn2)C(=S)Nc2cccc(C)c2)cc1OC
 : 6	1	-3	-16	3	-1.1	-0.3	1	-5
3: CC1CN(C(=O)Nc2cccc(Cl)c2)C2(CCCCCC2)O1 (stereo not drawn)
 : 10	-5	1	-17	0	-0.68	0.0	-5	7
4: Cc1ccc(O)c(C(=O)/C=C/c2ccc3c(c2)OCCCO3)c1
 : 13	0	8	-16	9.2*	0.53	1.0	-3	4
5: CCN(C(=O)COc1cc(=O)n(CC)c2ccccc12)c1cccc(Cl)c1
 : 8	-2	-18	-21[20 µM]	2	-1.1	-1.2	-1	-27
6: Cc1nn(-c2ccccc2)c2nc(=O)n(-c3ccccc3)cc12
 : -2	5	2	-15	-4	0.8	0.3	0	-3
7: CC(NC(=O)/C=C/c1ccc(Br)cc1)c1ccccc1 (stereo not drawn)
 : 9	0	4	-9	0	-0.59	0.4	-5	-8
8: CC1(C)C2CCC(C2)C1(C)NC(=O)CN1CCOCC1 (stereo not drawn)
 : 16	6	6	-22	-1	1.1	0.1	12	19
9: CC(C)C[C@H](NC(=O)OC(C)(C)C)C(=O)N/N=C/C1=Cc2ccccc2OC1C (stereo partly drawn)
 : -7	3	2	-29[20 µM]	3	-0.55	-1.4	2	-27
10: N#Cc1nc(COc2ccccc2Cl)oc1N1CCCC1
 : 2	1	-4	-19	-3	-2.7	-0.7	-5	-2
11: CCOc1ccc2nc(Cl)c(C3CC(c4ccccc4)=NN3C(=O)c3ccco3)cc2c1 (stereo not drawn)
 : 12	4	3	-8	0	-0.03	0.2	-1	-18
12: COc1ccc(C)cc1NC(=O)CSc1nnc(CC(=O)Nc2ccccc2F)n1C
 : 3	-1	-6	-13	0	0.00023	0.3	-2	/
13: S=c1[nH]nc(-c2ccccc2)n1C1C=CCCC1 (stereo not drawn)
 : 7	6	5	-21	-2	2.3	0.8	0	-27
14: COc1ccc(C(=O)N2CCc3ccccc32)cc1
 : 11	-7	-3	-5[20 µM]	-1	-3.1	0.9	-2	-13
15: Cc1cc(C(F)(F)F)n2nc(-c3sccc3-n3cccc3)cc2n1
 : 8	4	3	-5[20 µM]	-1	-0.51	1.4	1	1

Two entries drawn at random from the list so far, as already listed:
Fields: FXIIa inh 1536	p97 inhibitor	FXIa inh 1536	Furin inh	Wee1 stabilizer	Cl transport mod	PERK inhibitor	thrombin 1536	KLK5 inh
3: CC1CN(C(=O)Nc2cccc(Cl)c2)C2(CCCCCC2)O1 (stereo not drawn)
 : 10	-5	1	-17	0	-0.68	0.0	-5	7
9: CC(C)C[C@H](NC(=O)OC(C)(C)C)C(=O)N/N=C/C1=Cc2ccccc2OC1C (stereo partly drawn)
 : -7	3	2	-29[20 µM]	3	-0.55	-1.4	2	-27

Remaining list, next part:
Fields: FXIIa inh 1536	p97 inhibitor	FXIa inh 1536	Furin inh	Wee1 stabilizer	Cl transport mod	PERK inhibitor	thrombin 1536	KLK5 inh
16: CCN1c2ccccc2-c2nc3ccccc3n2C1c1ccco1 (stereo not drawn)
 : -20	0	-18	-18[20 µM]	-2	/	-1.0	-11	-14
17: CC(C)NC(=O)CC1C(=O)NCCN1CC(c1ccccc1)c1ccccc1 (stereo not drawn)
 : 1	1	0	-9	1	0.4	-0.1	2	-2
18: CCCCCCn1c(CN2CCN(C(=O)c3ccco3)CC2)nc2c1c(=O)n(C)c(=O)n2C
 : 4	0	-4	-26	0	-0.91	-0.3	9	15
19: O=C(N/N=C/c1ccncc1)c1ccc(NC(=O)c2ccc(Cl)cc2)cc1
 : 8	0	-1	-22	2	-0.018	0.2	-2	-2
20: CC(C)Cc1cc(C(=O)NCc2cccs2)no1
 : 8	2	8	-17	2	-1.4	3.4*	21	55*
21: CC(=O)c1nc(N2C(=O)CC(Cc3ccccc3)C2=O)sc1C (stereo not drawn)
 : 1	-1	2	-24	-3	-0.23	0.6	-5	-5
22: Cc1ccccc1-c1nsc(SCC(=O)NCc2ccc3c(c2)OCO3)n1
 : 9	3	3	-12	-2	0.5	1.1	-1	-5
23: Cc1ccc2nc(NC(=O)c3ccc(S(=O)(=O)N4CCCc5ccccc54)cc3)sc2c1
 : 4	6	7	-11	2	0.031	1.0	-7	-9
24: c1ccc(OCCn2c(-c3ccco3)nc3ccccc32)cc1
 : 17	0	7	-15	-1	-1.5	0.2	5	5
25: COc1cc(NC(=O)CSc2ncccc2C(=O)OC(C)C)cc(OC)c1
 : 7	0	5	-22[20 µM]	-1	/	-0.1	-6	-10
26: Cc1nc(-c2ccccc2)sc1C(=O)NN
 : 8	1	3	0	3	0.092	1.6	4	0
27: CC1CCCCC1NC(=O)COC(=O)c1ccc2c(c1Cl)C(=O)c1ccccc1C2=O (stereo not drawn)
 : 15	-1	7	-14	-1	-0.26	0.8	-4	-14
28: Cc1cc(C)n(C(=O)c2c([N+](=O)[O-])cnn2C)n1
 : 19	-7	12	-9[20 µM]	-2	-0.16	-0.3	0	-4
29: Cn1c(-c2sc(=S)n(-c3ccccc3)c2N)nc2ccccc21
 : 23	0	3	-21[20 µM]	1	1.2	1.1	2	-32
30: COc1ccc(S(=O)(=O)N2CCN(CC(=O)Nc3ccc(F)c(F)c3)CC2)cc1
 : 18	3	5	-29[20 µM]	12*	-1.2	0.4	-3	-5
31: Cc1c(N=Nc2c(-c3ccc([N+](=O)[O-])cc3)[nH]n(C(N)=S)c2=O)cccc1[N+](=O)[O-]
 : 8	6	5	1	-3	-0.95	0.5	/	3
32: CCOC(=O)c1cnc2c(c(C)nn2CC)c1NCCN1CCOCC1
 : 10	1	4	-9	4	-0.63	-0.2	0	/
33: CCNC(=O)n1nccc1C(C)Oc1ccc(Cl)cc1 (stereo not drawn)
 : 3	-5	-1	-12[20 µM]	0	-0.25	-0.6	-2	5
34: O=C(NCCc1ccccc1)c1c(F)cccc1F
 : 9	1	-1	-27	4	-0.71	0.4	-10	2
35: O=C(Cc1nnc(NC(=O)Nc2ccccc2)s1)Nc1ccccc1
 : 7	3	1	-13	1	0.83	-0.6	-2	0
36: COc1ccc(/C=C/c2nc3sc4c(c3c(=O)o2)CCC4)cc1
 : /	-3	/	-10[20 µM]	0	0.25	-0.5	/	/
37: CCOc1ccc(C(=O)c2cc3ccc(O)cc3oc2=O)cc1
 : 8	6	1	-17	1	-0.16	1.5	-4	3
38: OC(CN1CCCCC1)Cn1c(C(F)(F)F)nc2ccccc21 (stereo not drawn)
 : 8	7	3	16[20 µM]	0	-0.95	-0.3	4	-9
39: CC(=O)c1ccc2noc(-c3ccc(F)cc3)c2c1
 : 5	-2	-1	-13	-2	-0.84	0.0	-8	-7
40: CCOC(=O)C1CCN(C(=O)c2cccc(Cl)c2)CC1
 : -4	-5	-5	-20[20 µM]	-1	1.2	-0.3	-4	-3
41: O=c1c2ccccc2oc2nc(C3CCCCC3)n(Cc3ccco3)c(=O)c12
 : 11	1	6	-15	2	/	-1.0	-3	-1
42: Cc1c(C(=O)OC(C)C)[nH]c2c1C(=O)CCC2
 : 12	3	4	-13[20 µM]	1	1.2	1.0	-4	-11
43: CCCc1nc2c(=O)n(C)c(=O)[nH]c2n1C
 : 11	4	10	-17[20 µM]	-1	-0.023	1.5	1	-28
44: CCC(C)[C@H](NC(=O)NCc1ccc(F)cc1)C(=O)O (stereo partly drawn)
 : 2	10	-11	-11	1	0.78	0.8	-5	16
45: CCN(CC)S(=O)(=O)c1ccc(N2CCCC2)c(NS(=O)(=O)c2ccccc2)c1
 : 11	3	11	-11	0	-1.5	-0.1	-9	-17
46: CCN(CC)c1ccc(NC(=O)c2cnn(CC)c2)cc1
 : 21	-4	-2	-19[20 µM]	3	0.073	-0.2	1	11
47: Nc1nc(Nc2ccccc2F)nc(NCCO)c1[N+](=O)[O-]
 : 5	4	1	0	1	0.0011	1.0	-2	3
48: O=C1CCOc2cc(OCc3ccccc3)ccc21
 : 17	0	9	-16[20 µM]	4	-0.44	0.8	2	-5
49: CS(=O)(=O)N(CC(=O)NCCSc1ccccc1)c1ccc2c(c1)OCO2
 : 13	1	4	-27	-1	/	0.3	1	7
50: CCOC(=O)c1cccc(NC(=O)c2ccc(N(C)C)cc2)c1
 : 13	0	10	0	0	-0.56	-0.3	2	-17

Grouped by structure: those above containing a Cl atom (eight)
Fields: FXIIa inh 1536	p97 inhibitor	FXIa inh 1536	Furin inh	Wee1 stabilizer	Cl transport mod	PERK inhibitor	thrombin 1536	KLK5 inh
3: CC1CN(C(=O)Nc2cccc(Cl)c2)C2(CCCCCC2)O1 (stereo not drawn)
 : 10	-5	1	-17	0	-0.68	0.0	-5	7
5: CCN(C(=O)COc1cc(=O)n(CC)c2ccccc12)c1cccc(Cl)c1
 : 8	-2	-18	-21[20 µM]	2	-1.1	-1.2	-1	-27
10: N#Cc1nc(COc2ccccc2Cl)oc1N1CCCC1
 : 2	1	-4	-19	-3	-2.7	-0.7	-5	-2
11: CCOc1ccc2nc(Cl)c(C3CC(c4ccccc4)=NN3C(=O)c3ccco3)cc2c1 (stereo not drawn)
 : 12	4	3	-8	0	-0.03	0.2	-1	-18
19: O=C(N/N=C/c1ccncc1)c1ccc(NC(=O)c2ccc(Cl)cc2)cc1
 : 8	0	-1	-22	2	-0.018	0.2	-2	-2
27: CC1CCCCC1NC(=O)COC(=O)c1ccc2c(c1Cl)C(=O)c1ccccc1C2=O (stereo not drawn)
 : 15	-1	7	-14	-1	-0.26	0.8	-4	-14
33: CCNC(=O)n1nccc1C(C)Oc1ccc(Cl)cc1 (stereo not drawn)
 : 3	-5	-1	-12[20 µM]	0	-0.25	-0.6	-2	5
40: CCOC(=O)C1CCN(C(=O)c2cccc(Cl)c2)CC1
 : -4	-5	-5	-20[20 µM]	-1	1.2	-0.3	-4	-3
